# AmpC inh detg = inhibitors of E. coli AmpC beta-lactamase with detergent. Potency, µM (highest dose often 114 µM), for the others: at the top dose activity change, negative = inhibition, hits mostly inhibitors. 0.041% of 370,000 active. P00811. AmpC hydrolysis of nitrocefin, absorbance 480 nm, 0.01% Triton. AID 485294;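 also: potency is read from the fitted curve at half-maximal effect; 0% = no-compound wells and -100% = no-enzyme wells; nearly all actives have a fitted effect of over 25% in size; some results filed as inactive show a strong effect at the top dose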
# Target sequence (P00811 whole entry, looked up): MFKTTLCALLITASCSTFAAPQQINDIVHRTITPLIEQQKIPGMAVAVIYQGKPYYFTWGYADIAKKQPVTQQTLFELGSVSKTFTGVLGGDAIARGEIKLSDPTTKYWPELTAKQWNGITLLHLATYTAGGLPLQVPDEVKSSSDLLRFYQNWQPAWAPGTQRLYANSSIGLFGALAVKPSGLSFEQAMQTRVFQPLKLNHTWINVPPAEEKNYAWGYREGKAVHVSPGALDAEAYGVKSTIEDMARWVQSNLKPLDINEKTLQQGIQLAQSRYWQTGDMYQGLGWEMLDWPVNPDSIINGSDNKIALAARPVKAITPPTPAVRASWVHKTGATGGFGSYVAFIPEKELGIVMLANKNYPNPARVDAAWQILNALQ
#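 AmpC (5.3 nM in the dispensed reagent) in 20 mM phosphate pH 7.0 with 0.01% (detergent screen) or 0.0001% Triton X-100 was preincubated with compounds for 15 min at room temperature. Nitrocefin was then added from an 800 uM solution, and hydrolysis was followed at 480 nm.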
# FBPA Giardia inh = blocks Giardia fructose-bisphosphate aldolase activity | purified Giardia FBPA | AID 2451 | 0.71% of 290,000 active | Potency, µM (series often up to 59.6 µM), inactives show at the highest dose activity, negative = inhibition, actives largely listed as inhibitors; also: potency is read from the fitted curve at half-maximal effect; % is scaled to controls: 0 for no effect and ±100 for the full control effect; nearly all actives have a fitted effect of over 55% in size
# Target sequence (A8B2U2 whole entry, looked up): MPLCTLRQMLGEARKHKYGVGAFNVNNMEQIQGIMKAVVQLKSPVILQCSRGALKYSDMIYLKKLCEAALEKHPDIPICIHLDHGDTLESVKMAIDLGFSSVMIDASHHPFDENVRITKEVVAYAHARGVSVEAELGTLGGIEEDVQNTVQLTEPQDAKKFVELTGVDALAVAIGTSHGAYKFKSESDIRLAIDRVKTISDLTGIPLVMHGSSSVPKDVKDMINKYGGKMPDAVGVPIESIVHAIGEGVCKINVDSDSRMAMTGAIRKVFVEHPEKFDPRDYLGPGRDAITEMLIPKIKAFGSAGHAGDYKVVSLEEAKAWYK
#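 Giardia FBPA (40 nM reagent) was preincubated 10 min at RT with compound (up to 57.5 uM final), then substrate plus GAPDH/TPI/NAD/arsenate coupling system with diaphorase/resazurin was added; resorufin fluorescence (525/598 nm) was read after 20 min.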
# AmpC inh no detg = blocks E. coli AmpC beta-lactamase in detergent-free assay | P00811 | 0.52% of 330,000 active | Potency, µM (series often up to 57.1 µM), inactives show top-dose activity change, negative = inhibition, hits mostly inhibitors | AID 485341 | AmpC nitrocefin hydrolysis, absorbance 480 nm, 0.0001% Triton;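 also: potency is read from the fitted curve at half-maximal effect; plate controls were no compound for no effect and no enzyme for full effect; nearly all actives have a fitted effect of over 20% in size; some results filed as inactive show a strong effect at the top dose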
#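 AmpC (5.3 nM in the dispensed reagent) in 20 mM phosphate pH 7.0 with 0.01% (detergent screen) or 0.0001% Triton X-100 was preincubated with compounds for 15 min at room temperature. Nitrocefin was then added from an 800 uM solution, and hydrolysis was followed at 480 nm.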
# HCMV antiviral = blocks human cytomegalovirus replication. HFF cells, HCMV-luciferase reporter, 72 h; active compounds read low. 4.5% of 410,000 active. activity change, negative = inhibition, % at 57.5 µM; in the data active = activity change below about -60%; inconclusive = no clear call, values can overlap the other calls; inactive = above about -39%; also: % is scaled to controls: 0 for no effect and ±100 for the full control effect
#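 HFF cells seeded 16 h at 37C, treated with compounds, infected with luciferase-reporter HCMV at MOI 1 PFU/cell; luciferase read at 72 h post infection, normalized to buffer-only and Salinomycin controls.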
# AMA1 RON2 block = AMA1-RON2 (P. falciparum) interaction inhibition | AlphaScreen AMA1-biotinylated RON2 peptide binding | Potency, µM (doses to about 58.2 µM), inactives show at the top dose activity change, negative = inhibition, most hits filed as inhibitors | 0.2% of 360,000 active;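 also: potency is read from the fitted curve at half-maximal effect; 0% = vehicle wells and -100% = peptide control; nearly all actives have a fitted effect of over 45% in size; some results filed as inactive show a strong effect at the top dose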
#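 AMA1 (3D7) with his tag at 25 nM final met compounds first, then biotinylated RON2 peptide at 25 nM; detection used donor plus acceptor beads, 10 µg/mL apiece, read by AlphaScreen after 30 min at room temperature.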
# Shiga toxin inh = blocks Shiga toxin action in Vero cells. inhibition, % at 38.7 µM. 9.2% of 290,000 active. AID 2315. Vero cells, Shiga toxin protein synthesis inhibition reporter; in the data active = inhibition mostly above about 28%, no sharp cut-off; inactive = mostly below about 43%; also: 0% is about no effect
# Cycloheximide cs = counter-screen hit for Shiga toxin inhibitors, cycloheximide; AID 2314; max response, %; cell reporter, cycloheximide protein synthesis inhibition counterscreen; 12% of 300,000 active; in the data active = max response mostly above about 13%, no sharp cut-off; inactive = mostly below about 14%; also: read at 38.3 µM for the half of the compounds with a filed dose; 0% is about no effect
# The depositor's hits bear a star; ? = inconclusive; . = not tested or not shown; & = joins results of further samples; ! = repeats disagree; [ ] = remark or other dose. Unless noted, calls follow the shape of the dose curve; as a rule, active = well fitted curve in the direction sought with a large enough effect; inconclusive = small, poorly fitted or top-dose-only effect, or another doubt; inactive = no such curve, though single readings can be large; an effect the other way counts as inactive or inconclusive.
# Below each SMILES: AmpC inh detg	FBPA Giardia inh	AmpC inh no detg	HCMV antiviral	AMA1 RON2 block	Shiga toxin inh	Cycloheximide cs
- CCCCCCCCC(=O)NNC(=O)c1c(O)c2ccccc2n(CC)c1=O
  0%	11%	-26%	-20	139%[activator]	17	-2
- O=C(O)c1ccccc1-c1nc2ccccc2c(=O)[nH]1
  -11%	-13%	-24%	42	-3%	22	1
- COc1ccc(CC(=O)Nc2cccc(Cl)c2C)cc1S(=O)(=O)N1CCOCC1
  ?	.	-21%	11	-12%	.	.
- Cc1cc(Cl)c(S(=O)(=O)N2CCN(c3ccccn3)CC2)cc1OCC(=O)NC1CCCCC1
  3%	-2%	36%	-77*	2%	-7	-2
- COc1ccc(OC)c(Nc2ncnc3ccccc23)c1
  ?	-7%	-4%	-23	-4%	-11	9
- CCOC(=O)C1C(=O)OC(C)(C)C1C(C)C(=O)c1ccccc1 (stereo unspecified)
  -3%	5%	-11%	-33	3%	-11	-2
- CC(C)(C)NC(=O)Cn1c(SCC(N)=O)nc2ccccc21
  2%	1%	-2%	25	1%	-16	-4
- OCCN1CCN(c2cc(-c3ccccc3)c3ccccc3n2)CC1
  0%	-26%	325%[activator]	-63*	-11%[11.6 µM]	-15	-6
- Cc1cccc(N(CC(=O)NCCc2ccccc2)C(=O)c2csnn2)c1
  1%	7%	21%	-11	-16%	-7	6
- Cc1nc2ccccc2c(=O)n1CCCO
  ?	-4%	-9%	0	-7%	-29	-1
- Cc1cc(C)cc(NC(=O)C2CCCN(S(=O)(=O)c3cnc[nH]3)C2)c1 (stereo unspecified)
  ?	-3%	-9%	-26	1%	1	-1
- CNc1cc(N2CCN(C)CC2)ccc1[N+](=O)[O-]
  0%	0%	-15%	-6	-2%	15	5
- O=C(Nc1ccc(-c2csc(-c3ccccc3)n2)cc1)c1ccccc1Cl
  0%	.	-24%	-67*	-8%	24	3
- CCOC(=O)N1CCC(NC(=O)CS(=O)(=O)Cc2nc(-c3ccccc3C)oc2C)CC1
  ?	1%	122%[activator]	-22	-6%	-16	-7
- CC(Oc1ccccc1)c1ccn[nH]1 (stereo unspecified)
  1%	0%	-6%	-38	11%	18	-3
- CN1CCC(N(C)C(=O)c2ccc(Cl)c(S(=O)(=O)Nc3cc(Cl)ccc3Cl)c2)CC1
  0%	.	-19%	-18	-3%	.	.
- O=[N+]([O-])c1ccc(N2CCN(c3ccccc3O)CC2)c(Cl)c1
  -1%	?	-32%	5	?	133*	48*
- COc1ccc2nc(NC(=O)C3CCN(S(=O)(=O)c4cccs4)CC3)sc2c1
  -8%	-3%	-20%	-97*	-8%	14	-1
- Nc1c(N2CCOCC2)cc(Cl)c2nonc12
  -18%	?	-9%	36	-8%	-19	-2
- CC12CCC(C(=O)Nc3ccccc3-n3cccc3)(CC1=O)C2(C)C (stereo unspecified)
  2%	6%	-16%	-6	-18%	-1	-1
- Cc1ccc(S(=O)(=O)Nc2ccc(NC(=O)c3c(F)c(F)c(F)c(F)c3F)cc2)cc1
  0%	-15%	?	-27	-5%	-6	-3
- CCC(C)Cn1c(C)nc2ccccc21 (stereo unspecified)
  -6%	1%	-4%	?	1%	23	-3
- C=C(C)C1CC=C(C)/C(=N/NC(=O)CCC(=O)Nc2ccccc2Cl)C1 (stereo unspecified)
  4%	12%	-22%	-10	20%	-14	-1
- CCOC(=O)CC(=O)Nc1ccn[nH]1
  2%	10%	18%	29	-2%	8	-1
- c1ccc2c(c1)OCC(c1csc3ncnc(N4CCOCC4)c13)O2 (stereo unspecified)
  -11%	6%	-18%	-60*	-5%	-6	-3
- COc1ccc(/C(C)=N/OCC(=O)Nc2nc3ccccc3s2)cc1
  1%	-9%	-14%	?	-4%	-2	12*
- CC(C)N(Cc1nc2ccccc2[nH]1)C(C)C
  ?	3%	-23%	14	22%	-12	-6
- O=C(NCc1cccnc1)C1CCN(S(=O)(=O)N2CCOCC2)CC1
  0%	6%	-11%	46	10%	-11	-4
- CC(Sc1ccc(Cl)cc1)C(=O)NNC(=O)c1ccccc1O (stereo unspecified)
  -9%	.	-51%	12	139%[activator]	23	6
- CN(CCC1CCOCC1)C(=O)C1CCC(=O)N(CCc2cccc(F)c2)C1 (stereo unspecified)
  9%	.	40%	14	-2%	-12	10
- COC(=O)c1cc2sccc2n1Cc1nc(-c2cccc(Cl)c2)oc1C
  17%&-10%	6%	-13%	-65*!	-1%	-12	-4
- O=C(NNC(=O)c1ccc(Br)cc1)c1ccncc1
  -3%	1%	1%	-11	13%	.	6
- Cc1ccc(S(=O)(=O)N(C)Cc2ccc(C(=O)N/N=C/c3ccc(OC(F)F)cc3)cc2)cc1
  ?	12%	-33%	-37	14%	-3	1
- CCOC(=O)c1[nH]c(CN2CCN(c3ccc(OC)cc3)CC2)c(C(=O)OCC)c1C
  -12%	-3%	85%[activator]	-15	?	5	-2
- CCOC(=O)C1C(=O)Oc2ccc3ccccc3c2C1C1CCOC1=O (stereo unspecified)
  ?	13%	-1%	-5	-2%	-12	10
- O=C(c1cn[nH]c1)N1CCc2c([nH]c3ccccc23)C1c1c(F)cccc1Cl (stereo unspecified)
  9%	1%	35%	26	-1%	-9	-2
- Cc1nn(-c2ccccc2)c(Cl)c1C(=O)OCC(=O)NCCc1ccc(S(N)(=O)=O)cc1
  6%	.	-2%	-8	-2%	.	.
- CC(=O)[C@@]1(O)CC[C@H]2[C@@H]3CC=C4C[C@@H](O)CC[C@]4(C)[C@H]3CC[C@@]21C
  1%	1%	-4%	-1	-7%	-6	-1
- CSCC[C@H](NC(=O)Nc1ccc(S(N)(=O)=O)cc1)C(=O)O
  -1%	0%	88%[activator]	12	-2%	-18	1
- CCOc1ccc(S(=O)(=O)Nc2ccc(C(=O)NCCCN3CCCC3=O)cc2)cc1
  ?	.	-13%	-7	-14%	.	.
- COc1ccc(C(=O)NC2CCCc3ccccc32)cc1 (stereo unspecified)
  1%	-18%	-46%	-70*	8%	66	17
- OCCNc1nc2ccccc2[nH]1
  -4%	-2%	-10%	29	-16%	-17	-3
- CCC1CCCCN1C(=O)CSc1nc2ccsc2c(=O)n1Cc1ccccc1 (stereo unspecified)
  ?	0%	-18%	-33	-3%	-6	-4
- O=C(NC1CCc2ccccc21)c1cc(COc2ccc(F)cc2Cl)on1 (stereo unspecified)
  -6%	-2%	-59%	-20	-2%	40	1
- O=C(NC1CCCC1)C(c1ccsc1)N(C(=O)Cc1cccs1)c1ccc(F)cc1 (stereo unspecified)
  -2%	5%	-20%	-1	4%	10	-2
- CCOc1cc2c(Cl)ncnc2c(OCC)c1OCC
  10%	-7%	4%	22	-1%	-9	-4
- NNc1nc2ccccc2c(=O)n1Cc1ccccc1
  3%	-4%	-17%	-3	10%	43*	29*
- CCC(=O)NCC(c1cccs1)S(=O)(=O)c1ccc(C)cc1 (stereo unspecified)
  -10%	0%	-12%	13	-7%	4	-3
- O=C(c1cccc(Cl)c1)C1CCCN(C(=O)c2ccoc2)C1 (stereo unspecified)
  -2%	6%	4%	-35	-23%	-4	-2
- Cc1c(NS(=O)(=O)c2ccc(Cl)c(C(=O)OC(C)C(=O)N3CCOCC3)c2)c(=O)n(-c2ccccc2)n1C (stereo unspecified)
  -12%	4%	-38%	-10	28%	-5	-1
- CCOC(=O)NCCc1ccc(OC)cc1
  0%	4%	-17%	-29	3%	-5	1
- CN(CC(=O)Nc1ccc(Cl)c(C(F)(F)F)c1)C(=O)Cn1cc([N+](=O)[O-])ccc1=O
  -13%	.	-19%	-8	34%[activator]	.	.
- CCOC(=O)c1oc2ccccc2c1NC(=O)Cc1cccs1
  2%	5%	-24%	30	3%	-21	-2
- Cc1ccc(NC(=O)CC2Oc3ccc(C)cc3NC2=O)cc1 (stereo unspecified)
  -1%	11%	-17%	-19	-6%	-10	14
- c1ccc(-c2noc(CN3CCN(C(c4ccccc4)c4ccccc4)CC3)n2)cc1
  ?	1%	-24%	-10	-1%	-4	-4
- CCN(CC(=O)Nc1c(F)cccc1F)C(=O)Cc1ccccc1
  ?	8%	-18%	-14	-4%	17	-2
- O=C(c1ccc2c(c1)N(Cc1ccc(F)cc1)C(=O)CS2)N1CCOCC1
  0%	3%	39%	-19	3%	-19	6
- O=C(CCCN1C(=O)C(c2ccccc2)Oc2cccnc21)NCc1ccccc1F (stereo unspecified)
  -7%	5%	-8%	-2	-2%	7	10
- Cc1c(Cc2ccccc2)sc(/N=C/c2ccc3ccccc3c2)c1C(N)=O
  -10%	-6%	-36%	.	-1%	-14	-2
- COc1ccc(CNC(=O)C(CC(C)C)NC(=O)c2ccccc2C)cc1 (stereo unspecified)
  ?	18%	-8%	-37	-14%	-13	-1

# Entries above that have an aryl methoxy group (8):
# Below each SMILES: AmpC inh detg	FBPA Giardia inh	AmpC inh no detg	HCMV antiviral	AMA1 RON2 block	Shiga toxin inh	Cycloheximide cs
- COc1ccc(CC(=O)Nc2cccc(Cl)c2C)cc1S(=O)(=O)N1CCOCC1
  ?	.	-21%	11	-12%	.	.
- COc1ccc(OC)c(Nc2ncnc3ccccc23)c1
  ?	-7%	-4%	-23	-4%	-11	9
- COc1ccc2nc(NC(=O)C3CCN(S(=O)(=O)c4cccs4)CC3)sc2c1
  -8%	-3%	-20%	-97*	-8%	14	-1
- COc1ccc(/C(C)=N/OCC(=O)Nc2nc3ccccc3s2)cc1
  1%	-9%	-14%	?	-4%	-2	12*
- CCOC(=O)c1[nH]c(CN2CCN(c3ccc(OC)cc3)CC2)c(C(=O)OCC)c1C
  -12%	-3%	85%[activator]	-15	?	5	-2
- COc1ccc(C(=O)NC2CCCc3ccccc32)cc1 (stereo unspecified)
  1%	-18%	-46%	-70*	8%	66	17
- CCOC(=O)NCCc1ccc(OC)cc1
  0%	4%	-17%	-29	3%	-5	1
- COc1ccc(CNC(=O)C(CC(C)C)NC(=O)c2ccccc2C)cc1 (stereo unspecified)
  ?	18%	-8%	-37	-14%	-13	-1
